H9c2 TAG inh = inhibitors of triacylglycerol accumulation; H9c2 cells, Nile Red lipid (TAG) fluorescence; cells loaded with 200 µM oleic acid; inhibition, % at 12.5 µM; actives 0.66% (n = 230,000); AID 651582;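 active means pattern-corrected inhibition of lipid staining of at least 50% with the nuclear-stain viability signal not falling by more than 50%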;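 further: 0% = DMSO wells and 100% = triacsin C control wells; some results filed as inactive read as strong as hits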
H9c2 TAG inh DAPI viability = further read-out of H9c2 TAG inh, marked with its call; DAPI nuclei signal change (viability), lower = more cytotoxic, %;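 whole-well DAPI fluorescence read on a plate reader as a viability signal; minus 50 percent equals half of cells still viable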
* = called active by the depositor; & = joins results of further samples. These rows are one share of the data, so the mix of outcomes need not match the whole.

SMILES	H9c2 TAG inh	H9c2 TAG inh DAPI viability
O=C(CNC(=O)c1ccccc1F)OCCCOC(=O)CNC(=O)c1ccccc1F	-11	3
Cc1cccc(C)c1NC(=O)CN(C)C(=O)c1ccc(NS(=O)(=O)c2ccc3[nH]c(=O)[nH]c3c2)cc1	17	-2
O=S(N1CCCCC1)C12CC3CC(CC(C3)C1)C2 (stereo not drawn)	-10	2
COc1ccc(S(=O)(=O)N2CCN=C2SCc2cccc(C)c2)cc1	-20	-2
CC(=O)Nc1ccc(C(=O)OCC(=O)Nc2c(F)cccc2F)cc1	-11	4
CCN(CC)C(=O)C1=C(C)N(CCCN2CCCC2=O)C(=O)C(CC(=O)NCC2CCCCC2)C1 (stereo not drawn)	0	12
CC(=O)OCn1nnc2ccccc2c1=O	6	-5
CCCCCCn1c(=O)n2n(c1=O)C[C@]1(OC(=O)NC3CC3)CN(S(=O)(=O)c3ccc(C)cc3)C[C@]1(O)C2	-1	-4
CCN(CC(=O)NC1CCS(=O)(=O)C1)S(=O)(=O)c1c(C)c(C)cc(C)c1C (stereo not drawn)	12	-3
CN(C)c1cccc2c(S(=O)(=O)NCc3ccc(S(N)(=O)=O)cc3)cccc12	-12	-5
COc1ccc2ccc(O)c(CN3CCN(S(=O)(=O)c4cc([N+](=O)[O-])ccc4C)CC3)c2c1	-6	-1
CCc1noc(C)c1C(=O)N1CCN(S(=O)(=O)c2cccc(C(F)(F)F)c2)CC1	-6	2
Cc1cccc(-c2nc(CS(=O)CC(=O)NCc3cccs3)c(C)o2)c1 (stereo not drawn)	-4	4
Cc1cccc(C)c1C(O)c1ncc(-c2cccc(C(F)(F)F)c2)[nH]1 (stereo not drawn)	-13	-9
COc1ccc(N2CCN(C(=S)NC(=O)c3cccs3)CC2)c([N+](=O)[O-])c1	-8	1
CCOC(=O)[C@@H]1[C@H]2COc3ccccc3[C@@H]2N2C(=O)N(c3cccc(Cl)c3)C(=O)[C@]12C	-13	9
Cc1cccc(C)c1NC(=O)CNC(=O)C(C)N1CCN(c2cccc(Cl)c2)CC1 (stereo not drawn)	-1	3
CNC(=O)c1cc(C(=O)c2ccccc2C(F)(F)F)c[nH]1	-1	7
C[n+]1c2n(c3ccccc31)N=C(c1ccccc1)CS2	-21&-92	1&0
O=C(O)c1c(Cl)c(Cl)c(Cl)c(Cl)c1C(=O)N1CCOCC1	-4	4
O=C(CCCCCN1C(=O)CCC1=O)Nc1ccc(Br)cc1F	-24	-6
COc1cc2c(N3CCOCC3)cc(O)c(CC(=O)Nc3ccccc3)c2cc1OC	8	0
Oc1ccc(NCc2ccccc2OCc2ccccc2F)cc1	7	-7
O=C(NCCc1nc2ccc(Cl)cc2[nH]1)C1CCC(=O)N(Cc2cccc(F)c2)C1 (stereo not drawn)	6	1
CCCc1cc(=O)[nH]c(SCC(=O)Nc2cc(S(=O)(=O)N(CC)c3ccccc3)ccc2Cl)n1	2	-4
The list goes on.
SMILES	H9c2 TAG inh	H9c2 TAG inh DAPI viability
O=C(Nc1ccc(F)c(Cl)c1)c1ccc2nc([C@@H]3O[C@H](CO)[C@H](O)[C@H](O)[C@H]3O)[nH]c2c1	8	-6
CSCCC(NC(=O)c1ccc([N+](=O)[O-])cc1Cl)C(=O)OCC(=O)N1CCN(C(C)=O)CC1 (stereo not drawn)	3	3
CCOC(=O)Cn1c(=O)oc2ccc(C)cc21	3	-11
CCOC(=O)[C@@H]1[C@H]2COc3ccc(Br)cc3[C@@H]2N2C(=O)N(c3ccc(OC)cc3)C(=O)[C@@]12C	26	-5
Cc1ccc(S(=O)(=O)NCCC(=O)NCC(c2cccs2)N(C)C)cc1 (stereo not drawn)	-9	4
CC1Cc2ccccc2N1C(=O)C12CCC(C)(C(=O)C1)C2(C)C (stereo not drawn)	-15	-8
CCCCSc1nnc(-c2c[nH]c3ccccc23)n1C	-7	-1
Cc1ccc(NC(=O)COC(=O)COc2cccc3c2OC(C)(C)C3)cc1S(=O)(=O)N1CCOCC1	-7	2
Cc1cc(C(=O)Cn2cnc3ccc(Cl)cc3c2=O)c(C)n1C1CC1	6	-8
Cc1ccc(CSCC(=O)N2CCCC2)cc1	4	-3
O=C(CSc1nnc2ccc(-c3ccccn3)nn12)NCCc1ccccc1	7	-1
CC1CCc2nc(NC(=O)Cc3cccs3)sc2C1 (stereo not drawn)	11	-4
CC(OC(=O)CCc1nc2ccccc2c(=O)[nH]1)C(=O)Nc1cccc(C(F)(F)F)c1 (stereo not drawn)	-2	9
COc1cccc(CN2CCN(Cc3ccc(C)o3)CC2CCO)c1 (stereo not drawn)	3	12
CCOC(=O)N1CCC(NC(=O)C(NS(=O)(=O)c2ccc3c(c2)CCN3C(C)=O)C(C)C)CC1 (stereo not drawn)	8	-11
CCc1ccc(-c2csc3ncn(CC)c(=O)c23)cc1	-31	12
CCOC(=O)c1sc(=NC(=O)COc2ccc(Cl)cc2)n(C)c1C	7	-8
CCOC(=O)c1sc2nc3c(SCCC(=O)O)cc(C(=O)c4cc(OC)ccc4O)cn3c(=O)c2c1C	20	0
CCc1nc(C)c(C(=O)N2CCCC(C(=O)Nc3cccc(-c4cccc(C)c4)c3)C2)o1 (stereo not drawn)	50*	4.2*
O=C(Cn1cc(CCO)nn1)N1CCNCC1	7	7
O=C(CN1CCN(S(=O)(=O)c2ccccc2)CC1)Nc1ccccc1Cl	8	-6
COc1ccc(/C=N/NC(=O)Cn2cc(C(F)(F)F)ccc2=O)cc1	3	-10
COc1ccc(S(=O)(=O)N2CCCCC2)cc1NC(=O)CCCNC(=O)c1ccc(Cl)cc1	-17	8
CC(=O)Nc1nc(Cn2nnc(-c3ccc4c(c3)OCO4)n2)nc(N(C)C)n1	-25	4
COc1ccc2nc(C)cc(N/N=C/c3ccccc3)c2c1	66*	-0.5*

Pulled by compound from the list above:
SMILES	H9c2 TAG inh	H9c2 TAG inh DAPI viability
COc1ccc2nc(C)cc(N/N=C/c3ccccc3)c2c1	66*	-0.5*
CCOC(=O)c1sc2nc3c(SCCC(=O)O)cc(C(=O)c4cc(OC)ccc4O)cn3c(=O)c2c1C	20	0
CCOC(=O)N1CCC(NC(=O)C(NS(=O)(=O)c2ccc3c(c2)CCN3C(C)=O)C(C)C)CC1 (stereo not drawn)	8	-11
CC(OC(=O)CCc1nc2ccccc2c(=O)[nH]1)C(=O)Nc1cccc(C(F)(F)F)c1 (stereo not drawn)	-2	9

Next section:
SMILES	H9c2 TAG inh	H9c2 TAG inh DAPI viability
COc1ccc2[nH]cc(CCNC(=O)Cn3cc(C)c(=O)[nH]c3=O)c2c1	6	-13
O=C(O)c1ccccc1/C=N/NC(=O)C1CCCC1	1	5
COc1ccc2nc(NC(=O)CSCc3c(C)noc3C)sc2c1	-2	0
COc1ccc(Cn2c(=S)[nH]c3cc(C(=O)NCc4cccnc4)ccc3c2=O)cc1	10	-12
CC1=C(C(=O)OC(C)C)C(c2cccs2)NC(=S)N1 (stereo not drawn)	11	4
OCc1c[nH]c2ccccc12	5	-1
COc1ccc(Cl)cc1NC(=O)c1cc(S(=O)(=O)N2CCCC2)cn1C	-9	4
COc1ccc(Cl)cc1NC(=S)NNC(=O)CC(C)C	-16	13
COCC(C)NC(=O)c1cccc(Cl)c1 (stereo not drawn)	-11	10
O=C(N/C=C/c1ccco1)OCc1ccccc1	4	-5
Cc1c(O)nc2ccccn2c1=O	13	2
CCCCC(=O)N(Cc1ccc2c(c1)OCO2)Cc1nc2ccccc2c(=O)[nH]1	5	-1
O=C(NCCOc1ccccc1)N1[C@H]2CC[C@@H]1C=C(c1ccc(F)cc1OCc1ccccc1)C2	30	0
Cc1cccc(N=C2NC(=O)S/C2=C\c2ccco2)c1	11	-8
C=COCCn1c(=N)n(CCC)c2ccccc21	-8	6
CCOc1cc(CNc2ccc3[nH]c(=O)[nH]c3c2)ccc1OCC(=O)NC(C)(C)C	11	2
CN(Cc1ccccc1)C(=O)COC(=O)C1=NNC(=O)CC1	4	5
Cc1ccc(NS(=O)(=O)c2ccccc2F)cc1S(=O)(=O)N1CCCCC1	7	-8
COc1ccc(N2C(=O)NC3CC2(C)Oc2ccccc23)cc1OC (stereo not drawn)	2	-11
c1ccc(-n2nnnc2-c2cnc(-c3cccnc3)nc2-c2cccs2)cc1	0	2
Cc1ccc(SCCNS(=O)(=O)c2ccc3c(c2)OCCO3)cc1	4	1
CCOc1cccc(-c2nnc(SCC(=O)NC3CC3)n2C)c1	1	-2
O=C(CN1CCN(Cc2cccc(C(F)(F)F)c2)CC1)NCC(=O)Nc1ccc(F)c(F)c1F	14	-2
O=C(Cc1csc(-c2ccccc2)n1)NCC(=O)Nc1ccc(F)c(F)c1F	-3	-2
CCN(C[C@H]1N[C@@](C)(C(=O)OC)[C@H]2C(=O)N(Cc3ccccc3)C(=O)[C@@H]12)C(=O)Nc1ccc(C)cc1	-4	-4

Seven entries out of the list, arranged by SMILES length, high to low.
SMILES	H9c2 TAG inh	H9c2 TAG inh DAPI viability
CCOc1cc(CNc2ccc3[nH]c(=O)[nH]c3c2)ccc1OCC(=O)NC(C)(C)C	11	2
COc1ccc(Cn2c(=S)[nH]c3cc(C(=O)NCc4cccnc4)ccc3c2=O)cc1	10	-12
COc1ccc(Cl)cc1NC(=O)c1cc(S(=O)(=O)N2CCCC2)cn1C	-9	4
Cc1ccc(SCCNS(=O)(=O)c2ccc3c(c2)OCCO3)cc1	4	1
C=COCCn1c(=N)n(CCC)c2ccccc21	-8	6
Cc1c(O)nc2ccccn2c1=O	13	2
OCc1c[nH]c2ccccc12	5	-1

(further entries)
SMILES	H9c2 TAG inh	H9c2 TAG inh DAPI viability
COC(=O)c1ccc2c(c1O)C(=O)c1ccccc1C2=O	21	-14
Cc1ccc(OCc2cc(C(=O)N3CCN(C)C[C@@H]3c3ccccc3)no2)cc1C	-9	8
CCOC(=O)c1cnc(SC)nc1Oc1cccc(NC(=O)c2cccc(Cl)c2Cl)c1	-218	-3
CCn1cc(C(=O)OC)c(=O)c2cc(S(=O)(=O)N(C)C3CCCCC3)ccc21	5	11
Cc1cccc(C(=O)NCC(c2ccco2)N2CCc3ccccc32)c1 (stereo not drawn)	-1	6
Cc1nnc2ccc(-c3ccc(NS(=O)(=O)c4ccc(F)cc4F)cc3)nn12	13	7
C=CCNC(=O)NC(=O)COC(=O)c1nc2nccc(C)n2n1	21	-11
COc1ccc(NC(=O)C(=O)NCCN2CCN(C(=O)c3ccco3)CC2)cc1	24	-10
O=C(CSc1ccc(C(F)(F)F)cc1[N+](=O)[O-])N1CCOCC1	-3	2
CN(Cc1nccs1)C(=O)CC1C(=O)NCCN1Cc1ccc(-c2ccccc2)cc1 (stereo not drawn)	-4	1
CN1/C(=C\C(=O)COC(=O)c2nccnc2N)C(C)(C)c2ccccc21	4	-4
CCCCn1c(SCC(=O)Nc2cc(C)on2)nnc1-c1ccco1	22	-5
O=C(c1cccc(F)c1)N1CCN=C1SCc1cccnc1	7	5
CCOC(=O)c1ccccc1NS(=O)(=O)c1ccc(C)cc1	-5	-13
CC(C)Cn1c(SC(C)C(=O)NCC2CCCO2)nc2ccc(Cl)cc2c1=O (stereo not drawn)	4	-2
Cc1cc(N(CC(=O)O)S(C)(=O)=O)ccc1Br	1	-1
COC(C[C@H]1O[C@H]1[C@H](O)[C@@H](C)OCc1ccccc1)OC	-19	0
COC(=O)c1scc(S(=O)(=O)C(C)(C)C)c1N	-2	-5
COc1ccc(-c2ccc3[nH]c4c(c3c2)CCN2C[C@@H]([C@H](C)OC(=O)Nc3cc(Cl)cc(Cl)c3)[C@@H](N(C)C(=O)Nc3cc(Cl)cc(Cl)c3)C[C@@H]42)cc1	73*	6.1*
Cc1ccc(N(C)S(=O)(=O)c2cccc(C(=O)NCC(c3ccco3)N3CCCC3)c2)cc1 (stereo not drawn)	17	2
Cc1cccc(C)c1NC(=O)NN1C(C)CCCC1C (stereo not drawn)	-10	-6
O=C(Nc1ccccc1F)c1ccc2sc([C@H]3C[C@H](O)[C@@H](CO)O3)nc2c1	1	-3
CC(C)(C)C(=O)Nc1ccc(N2CCN(c3ccc(C(F)(F)F)cn3)CC2)nc1	5	20
Cc1[nH]c2ccc(C(=O)OC(C)C(=O)NC3CCCCC3C)cc2c1C (stereo not drawn)	2	-9
Cc1ccccc1S(=O)(=O)N1C[C@H]2CON(C)[C@H]2C[C@H]1c1cccc(Br)c1	-24	-3
(listing goes on)
SMILES	H9c2 TAG inh	H9c2 TAG inh DAPI viability
COCCNC(=O)C1(C)CCCN(Cc2ccc(-c3ccccc3)o2)C1 (stereo not drawn)	2	0
Nc1nc2c(s1)CCc1c-2cnn1-c1ccccc1	-6	12
CN(C(=O)c1cccc(NC(=O)Cc2cccc(NC(=O)C3CCN(C(=O)CCc4ccccc4)CC3)c2)c1)C1CC1	22	-4
CCOC(=O)CCc1c(C)c2ccc(OCc3nn[nH]n3)cc2oc1=O	16	2
O=C(OCC(=O)N1CCC(Cc2ccccc2)CC1)c1cc(Br)ccc1O	-16	5
COc1cc(SC)ccc1C(=O)N1CCN(c2ccccc2F)CC1	-15	2
O=C(NCc1ccccn1)NC12CC3CC(CC(C3)C1)C2	7	3
O=C(CCc1ccccc1)Nc1ccccc1OC(=O)c1ccccc1	-11	-4
O=C(Nc1ccccc1F)C1CCCN1S(=O)(=O)c1ccc(Cl)cc1 (stereo not drawn)	-10	2
Cc1ccc(S(=O)(=O)C2(C(=O)Nc3ccc(Br)cc3)CC2)cc1	7	-8
CCCCc1ccc(S(=O)(=O)Nc2ccc(C)c(NS(C)(=O)=O)c2)cc1	0	8
CC12CCC(C/C1=N\OC(=O)c1ccc(F)cc1)C2(C)C (stereo not drawn)	-14	0
O=C(O)CC12CC3CC(C1)CC(n1ncc(NCc4ccc(F)cc4Cl)c(Cl)c1=O)(C3)C2	-13	1
CCC(=O)Nc1ccccc1C(=O)N1CCOCC1	1	15
CCOc1cccc(C2C(C(=O)c3ccco3)=C(O)C(=O)N2Cc2ccncc2)c1 (stereo not drawn)	8	-4
CN(C(=O)CSc1nc(O)cc(=O)n1-c1ccccc1F)c1ccccc1	6	4
O=C(CNC(=O)c1ccccc1Br)N/N=C/c1ccccc1O	-11	-19

Source: PubChem (Sanford-Burnham Center for Chemical Genomics)
